# Rev-erbA mod = modulates human Rev-erb alpha binding to DNA; P20393; Rev-erbα–FITC-DNA binding, fluorescence polarization, 90 min; activity, % at 10 µM; 370,000 tested, 0.79% active;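 active means activity above about 14%, limit read from the data; passing the limit was not always enough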;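 further: 0% = DMSO wells with 35 nM protein and 100% = DMSO wells with 750 nM protein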
# Target sequence (P20393 whole entry, looked up): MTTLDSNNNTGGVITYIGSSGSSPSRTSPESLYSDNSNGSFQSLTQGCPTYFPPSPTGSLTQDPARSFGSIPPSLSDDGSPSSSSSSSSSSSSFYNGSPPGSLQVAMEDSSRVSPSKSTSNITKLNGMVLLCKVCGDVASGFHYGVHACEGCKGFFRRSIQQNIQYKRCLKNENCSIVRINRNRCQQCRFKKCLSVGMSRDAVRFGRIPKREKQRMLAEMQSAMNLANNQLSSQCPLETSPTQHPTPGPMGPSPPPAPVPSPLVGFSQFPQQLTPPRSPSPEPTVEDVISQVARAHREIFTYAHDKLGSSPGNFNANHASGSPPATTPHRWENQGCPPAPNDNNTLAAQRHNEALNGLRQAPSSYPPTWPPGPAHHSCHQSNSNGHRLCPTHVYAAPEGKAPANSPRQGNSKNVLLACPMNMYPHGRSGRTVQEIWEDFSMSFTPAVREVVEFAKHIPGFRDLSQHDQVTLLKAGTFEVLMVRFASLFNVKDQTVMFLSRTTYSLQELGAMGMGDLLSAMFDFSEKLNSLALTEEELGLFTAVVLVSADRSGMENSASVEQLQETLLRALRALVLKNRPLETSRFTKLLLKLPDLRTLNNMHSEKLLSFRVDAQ
# HTRA1 inhibitor = HTRA1 (human) protease inhibition | Q92743 | recombinant HTRA1, FP-rhodamine activity-based probe, fluorescence polarization | inhibition, % at 5.96 µM | 340,000 tested, 0.5% active; in the data active means inhibition above about 36%;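 further: 0% = enzyme with DMSO and 100% = wells lacking enzyme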
# Target sequence (Q92743 whole entry, looked up): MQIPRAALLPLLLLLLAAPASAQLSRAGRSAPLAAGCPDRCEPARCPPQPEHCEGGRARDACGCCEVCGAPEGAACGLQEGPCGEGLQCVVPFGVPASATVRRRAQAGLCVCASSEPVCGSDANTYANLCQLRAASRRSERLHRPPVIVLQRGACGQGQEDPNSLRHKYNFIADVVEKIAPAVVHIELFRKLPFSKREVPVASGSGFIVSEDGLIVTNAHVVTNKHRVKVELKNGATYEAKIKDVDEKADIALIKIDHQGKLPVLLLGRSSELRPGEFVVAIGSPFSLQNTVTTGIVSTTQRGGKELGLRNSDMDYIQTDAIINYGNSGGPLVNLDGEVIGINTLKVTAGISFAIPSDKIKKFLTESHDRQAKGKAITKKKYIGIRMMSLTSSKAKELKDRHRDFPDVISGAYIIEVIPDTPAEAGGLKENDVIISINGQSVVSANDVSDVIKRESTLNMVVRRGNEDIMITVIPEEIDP
# rCAG RNA binder = binds r(CAG) RNA repeats; r(CAG) RNA repeat, TO-PRO-1 dye displacement fluorescence; inhibition, % at 3 µM; 370,000 tested, 1.3% active;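 active means inhibition above the plate cutoff, the mean of all test compounds on that plate plus 3 SD, cut at about 35% in these data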;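 further: 0% = DMSO alone and 100% = 100 µM mitoxantrone as full dye displacement; higher means more dye released from RNA so lower well fluorescence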
# GC-B act = GC-B (human) receptor activation; activation, % at 10 µM; HEK293-GC-B cells, CNP EC30, cGMP TR-FRET; 0% at EC30 CNP, 100% saturating CNP; 370,000 tested, 0.11% active; AID 1920062;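 active means activation at 10 µM reaching about 35% in either raw or pattern-adjusted values, limit read from the data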
# ASAP1 inh = ASAP1 ArfGAP inhibition; Q9ULH1; inhibition, % at 16.5 µM; ASAP1-stimulated ARF1 GTP hydrolysis, GDP FP detection; 360,000 tested, 0.19% active; AID 624377; in the data active means inhibition above about 25%;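 further: 0% = vehicle with enzyme and substrate and 100% = no enzyme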
# ARFGAP1 inh = inhibitors of rat ARFGAP1; Q62848; Arfgap1-stimulated ARF1 GTP hydrolysis, GDP FP detection; inhibition, % at 16.5 µM; 360,000 tested, 0.26% active;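 active means inhibition above a per-plate limit, mean inhibition of low control wells plus 3 SD, cut at about 25% in these data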;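 further: 0% = DMSO wells with enzyme and 100% = wells lacking Arfgap1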
#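 Assay system: purified rat His6-Arfgap1 residues 1-136 (GAP domain); Reagent: human Δ17 ARF1 bound to GTP; Dosing: 16.5 µM single point, 1.26% DMSO; Times: GTP hydrolysis reaction 2 h at 25 °C; Signal: FP, GDP Alexa 633 tracer displaced from anti-GDP antibody, 620/688 nm; Measure: % inhibition from polarization.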
# PG9 Ab binder = binds the HIV-1 gp120 antibody PG9; TR-FRET gp120-PG9 antibody binding; inhibition, % at 6.7 µM; 360,000 tested, 0.43% active; in the data active means inhibition above about 8.5%
# GC-A act = GC-A (human) enzyme activation. HEK293 GC-A cells, cGMP TR-FRET, EC30 ANP; 0% at EC30 ANP, 100% saturating ANP. 370,000 tested, 0.14% active. AID 1671463. P16066. activation, % at 10 µM; in the data active means activation above about 40%
# SMARCA2 activ = increases SMARCA2 function in MMTV reporter cells; MG213 cells, MMTV-luciferase reporter, dexamethasone, overnight; activation, % at 9.1 µM; 370,000 tested, 1% active; AID 652017; in the data active means activation above about 7.8%;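 further: 0% = vehicle wells and 100% = reference activator wells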
# mABHD4 FP = inhibitors of mouse ABHD4. AID 720543. Q8VD66. 370,000 tested, 0.54% active. inhibition, % at 8.92 µM. purified mABHD4, FP-Rh probe fluorescence polarization;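 active means inhibition exceeding the mean over every tested compound plus 3 SD, cut at about 30% in these data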;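 further: 0% = plate median of compound wells and 100% = S159A mutant with DMSO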
#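 Material: mouse ABHD4 enzyme, wild type; Benchmarks: S159A mutant high control, sample median low control; Buffer or medium: HEPES pH 7.0, NaCl, Pluronic buffer; Signal: fluorescence polarization; Read-out: percent inhibition of probe binding, normalized to plate controls; Timing: pre-incubation 45 min, probe exposure 60 min, at 25 °C; Dosing: 8.92 µM, single dose.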
# * = called active by the depositor; / = not tested or not shown.
SMILES,Rev-erbA mod,HTRA1 inhibitor,rCAG RNA binder,GC-B act,ASAP1 inh,ARFGAP1 inh,PG9 Ab binder,GC-A act,SMARCA2 activ,mABHD4 FP
CN(CCOc1ccc(-c2ccn(S(=O)(=O)c3c(Cl)cccc3Cl)n2)cc1)c1ccccn1,6,-14,1,-4,-6,-10,1.1,1,-1,2
COc1cccc(C(=O)C2CCCN(Cc3cn[nH]c3C3CCCCC3)C2)c1 (configuration not stated),0,/,-5,-6,11,-8,0.9,-4,-1,-6
O=C(CSc1nc2ccsc2c(=O)n1Cc1ccc(C(=O)O)cc1)NCc1ccco1,4,-1,8,2,-6,-7,-0.1,2,3,5
CCCCN1C(=O)C(=O)N(CC(=O)NC2CCCc3ccccc32)C1=O (configuration not stated),2,2,0,3,3,-3,-1.2,0,2,8
CCCCCC(=O)N(CN1C(=O)CCC1=O)c1ccccc1,-3,2,-4,-1,-5,-2,-2.6,2,5,4
CCCN1CCC(=NNc2ccc(S(=O)(=O)N3CCOCC3)cc2[N+](=O)[O-])CC1,5,0,4,6,8,10,-0.6,-5,8,8
CC(=O)Nc1ccc(S(=O)(=O)NC2(c3ccccc3)C(=O)N(C)C(=O)N(C)C2=O)cc1,-12,0,3,0,11,1,-0.8,1,-1,6
O=C1CSc2ccc(S(=O)(=O)NCc3ccc(Cl)cc3)cc2N1,0,-1,2,-3,-7,1,0.7,-2,-1,2
CC1Cc2ccccc2N1C(=S)Nc1cccc(S(=O)(=O)N(C)C)c1 (configuration not stated),2,-6,4,3,0,15,-0.6,-1,-2,6
CCCCc1cc(=O)oc2c(C)c(OCC(=O)NCc3ccccn3)ccc12,-5,1,-2,-3,21,-10,-0.4,1,-1,-1
CCOC(=O)C(C)N(c1ccccc1Cl)S(C)(=O)=O (configuration not stated),-3,5,-2,7,-18,-4,-0.1,0,1,-2
Cc1ccc(C)c(N2CCN(c3nc4ccccc4c(=O)n3Cc3ccccc3)CC2)c1,-2,-2,1,-5,5,-6,-0.3,-3,-2,2
O/C(=C\Sc1nnc(Cc2ccccc2)o1)c1ccc(Br)cc1,-3,-1,2,-6,12,-2,0.1,-8,-2,-6
COc1ccc(-c2ccc(Nc3ccc(C(=O)N4CCOCC4)cc3)nn2)cc1OC,-6,-3,1,1,-15,-6,-0.6,0,2,4
CCc1ccc(N2CCN(C(=O)N3CCOCC3)CC2)cc1,2,6,-7,0,-3,11,-0.9,2,0,-7
COCC(=O)OC/C(O)=C(\C#N)c1nc2ccccc2[nH]1,-3,8,4,-6,9,13,0.7,-2,4,-2
Cc1ccc(NC(=O)C2CCCN2S(=O)(=O)c2cccnc2)c(C)c1 (configuration not stated),-7,/,0,-6,/,/,/,5,-2,1
Nc1nnc(SCC(=O)NCC(=O)Nc2ccc(F)c(F)c2F)s1,-2,-4,5,-1,2,-6,-0.1,-2,3,3
Cc1ccc2c(c1)NC(=O)C(CC(=O)N(C)Cc1ccccc1)O2 (configuration not stated),-2,-7,0,7,13,10,-0.6,1,-1,-8
COc1cc2c(cc1O)CC[n+]1cc3c(OC)c(OC)ccc3cc1-2,1,6,5,-16,2,11,-11,-15,-1,-1
COc1ccc(CCNC(=O)C/C(C)=N/NC(=O)c2ccc(N)cc2)cc1OC,1,-4,-5,4,13,3,-1.1,-2,4,4
CCOc1ccc(NC(=O)C2CCN(S(=O)(=O)c3cccnc3)CC2)cc1,7,5,3,3,9,-5,1.8,1,-3,-1
CC1CCCC(NC(=O)COC(=O)c2ccc(S(=O)(=O)N3CCOCC3)cc2)C1C (configuration not stated),0,-5,-6,-4,-9,7,-1.7,-1,0,-2
O=C(CCNC(=O)c1ccccc1Cl)NCc1ccncc1,-3,4,-2,3,10,-20,-1.3,3,-3,-1
COc1cc(C(=O)OCC(=O)N2CCCCC2C)cc(NC(=O)c2cccs2)c1OC (configuration not stated),4,-1,-1,8,7,-3,0.6,4,2,-3
C=C(C)CSc1nnc(-c2cccc(S(=O)(=O)N(C)C)c2)n1-c1cc(OC)ccc1OC,-1,0,-1,-14,-1,-11,-0.6,-11,-1,-1
CC(=O)OC1CCC2(C)C(=CCC3C2CCC2(C)C3CC3OC4(CCC(C)CN4)C(C)C32)C1 (configuration not stated),1,-4,2,3,1,-2,0.9,5,0,-3
O=C(Nc1ccc(S(=O)(=O)N2CCCC2)cc1)c1cncc(Br)c1,-3,-17,4,-4,20,-11,-2.1,-3,2,-1
Nc1nonc1-n1nnc(C(=O)N/N=C/c2cccc(F)c2)c1CN1CCCCCC1,-5,7,1,-1,2,6,1.1,0,-1,-1
Cc1ccc(S(=O)(=O)N2CCCC(C(=O)NCCc3ccc4c(c3)OCO4)C2)cc1 (configuration not stated),-5,-3,3,-13,5,-1,0.2,-3,-1,-7
COc1ccccc1N1CCN(c2ccc([N+](=O)[O-])cn2)CC1,-8,-3,-7,-1,-5,4,-1.2,2,0,0
Cc1c(C(=O)Nc2cccc(N(C)S(C)(=O)=O)c2)cccc1[N+](=O)[O-],-4,5,3,-4,5,8,-0.1,-2,-4,-6
COc1ccc2[nH]c3c(c2c1)CCN1C(=O)C(CC(=O)NCC24CC5CC(CC(C5)C2)C4)C[C@H](C(=O)N2CCOCC2)[C@@]31C (some centres not stated),7,1,4,-6,7,-8,1.0,2,-4,10
CCc1c(N=O)c(-c2ccccc2)n(O)[n+]1[O-],1,4,-1,-1,-14,3,-8.4,4,4,6
COc1cc(OC)c(OC)cc1CNCC1COc2ccccc2O1 (configuration not stated),-2,-4,-5,-4,5,-9,-0.6,-11,-3,7
Cc1cccnc1C1=NOC(Cc2ccccc2)C(=O)N1C (configuration not stated),-1,/,0,3,-10,-5,-1.4,-1,1,-3
COc1ccc(C(=O)N/N=C/C(C)c2ccccc2)cc1OC (configuration not stated),1,3,0,-2,-6,-4,1.1,6,-3,7
CC(C)Cc1ccc(CN2CCCC(NC(=O)c3ccnn3C)C2)cc1 (configuration not stated),-1,-6,-11,1,8,-4,-1.7,-1,-6,2
CN(Cc1ccccn1)C(=O)c1ccc2nc(Cc3cccc(Cl)c3)oc2c1,5,0,-4,3,2,11,1.0,3,1,10
CC(NC(=O)COc1cccnc1[N+](=O)[O-])c1ccc(Cl)cc1Cl (configuration not stated),-6,-7,-4,-4,5,3,-1.2,-25,-1,-1
Cc1ccc(/C=N/NC(=O)c2ccccn2)o1,0,-1,1,8,-8,2,-2.1,1,11*,6
COc1ccc(C(=O)C(CN2CCOCC2)c2ccccc2)cc1F (configuration not stated),15,-11,0,-30,-9,-6,-1.1,-13,-5,-7
O=C(CN1CCN(S(=O)(=O)c2ccc(F)cc2)CC1)N1CCOCC1,1,-1,1,7,6,9,-0.8,-2,0,1
C=CCn1c(CCNC(=O)c2cccs2)nnc1SCC(=O)Nc1cccc(Cl)c1C,1,-4,-3,4,6,-8,1.8,9,-2,-1
O=C(c1cc(S(=O)(=O)N2CCOCC2)ccc1F)N(Cc1nnc(-c2ccccc2Cl)o1)C1CC1,0,-2,-2,6,0,3,-0.2,3,-1,-7
NC(c1ccccc1)c1csc(NC(=O)Nc2ccccc2Oc2ccccc2)n1 (configuration not stated),2,/,15,-2,6,5,-0.8,-1,-3,-14
COCCNC(=O)COc1ncnc2ccc(Br)cc12,3,7,4,5,6,10,1.3,4,0,-3
CCCCNC(=O)CNC(=O)c1nn(-c2ccc(OC)c(OC)c2)c(=O)c2ccccc12,-3,1,1,1,13,-4,-0.1,0,-5,-2
CN(CC(=O)Nc1c(Cl)cccc1Cl)C(=O)CCC1CCCC1,-9,-2,-6,-1,0,9,-1.0,3,-2,7
O=[N+]([O-])c1ccccc1CCc1cnc(Cl)s1,-6,1,-1,3,4,-11,-1.7,-2,0,-5
CCCCC(=O)Nc1cccc(NC(=O)c2cccc(Br)c2)c1,-5,-48,2,-1,-7,5,-0.5,-3,-1,-9
CC(C)=N/N=c1\scc(C)n1Cc1ccco1,10,-3,-1,2,17,-2,0.2,0,-4,8
Cc1cc(C)cc(OCC(=O)Nc2ccc(N3CCN(S(C)(=O)=O)CC3)cc2)c1,3,3,0,2,4,3,-0.3,-1,2,3
Cc1ccccc1-c1nnn(CC(=O)NC(=O)NC2CCCC2)n1,3,-11,-1,-5,2,2,-0.8,2,-3,-10
Cn1c2c(c(=O)n(C)c1=O)CN(CCCN1CCOCC1)CN2,-3,3,0,7,1,-4,-0.3,2,-4,2
CC(C)(C)OC(=O)N[C@@H](C(=O)OC(C)(C)C)c1ccc(C(F)(F)F)cc1,3,3,-5,6,11,17,-0.2,-2,2,5
CN(C(=O)c1ccco1)c1nnc(C23CC4CC(CC(C4)C2)C3)s1,-6,-18,-1,-8,13,-16,-1.8,6,1,-1
O=C(Cn1c(=O)c2sccc2n(Cc2ccc([N+](=O)[O-])cc2)c1=O)NCCc1ccccc1,-1,-7,1,-6,-14,11,-1.1,4,10*,-2
CCOC(=O)c1cnc2c(C(F)(F)F)cccc2c1NCCCN1CCOCC1,1,3,-9,6,9,4,-1.8,8,0,0
CC(=O)C1=C(O)C(=O)N(c2ccc(O)cc2)C1c1ccc(Cl)cc1 (configuration not stated),-5,0,6,2,10,-3,1.1,-3,-1,2
# Additional records:
SMILES,Rev-erbA mod,HTRA1 inhibitor,rCAG RNA binder,GC-B act,ASAP1 inh,ARFGAP1 inh,PG9 Ab binder,GC-A act,SMARCA2 activ,mABHD4 FP
COc1ccc(CN2C(=O)NC3(CCCCC3)C2=O)cc1F,2,5,-1,0,12,2,-0.7,-1,4,3
C=CCNC(=O)/C(C#N)=C\c1cc(Cl)c(OCC)c(OC)c1,-5,-6,0,6,8,-1,-1.6,13,-1,3
COC(=O)c1nnn(-c2cc(Cl)cc(Cl)c2)c1C(=O)OC,-1,1,-4,1,4,-6,-0.8,0,-3,0
CCCSc1ncc(Cl)c(C(=O)Nc2ccc(S(=O)(=O)N3CC(C)OC(C)C3)cc2)n1 (configuration not stated),4,-48,9,2,-5,-6,-2.2,1,-4,-48
Cc1nn(Cc2ccccc2Cl)c(C)c1NC(=O)c1noc(C(C)C)c1[N+](=O)[O-],1,-2,-2,-2,8,-3,-1.9,1,-3,-1
Cc1cccc(/C=N/NC(=O)c2cc(Br)ccc2O)n1,-1,9,2,1,2,2,-1.7,-1,4,6

# Five entries from above, bar-delimited.
SMILES | Rev-erbA mod | HTRA1 inhibitor | rCAG RNA binder | GC-B act | ASAP1 inh | ARFGAP1 inh | PG9 Ab binder | GC-A act | SMARCA2 activ | mABHD4 FP
COc1ccc(CN2C(=O)NC3(CCCCC3)C2=O)cc1F | 2 | 5 | -1 | 0 | 12 | 2 | -0.7 | -1 | 4 | 3
CCCSc1ncc(Cl)c(C(=O)Nc2ccc(S(=O)(=O)N3CC(C)OC(C)C3)cc2)n1 (configuration not stated) | 4 | -48 | 9 | 2 | -5 | -6 | -2.2 | 1 | -4 | -48
COC(=O)c1nnn(-c2cc(Cl)cc(Cl)c2)c1C(=O)OC | -1 | 1 | -4 | 1 | 4 | -6 | -0.8 | 0 | -3 | 0
Cc1nn(Cc2ccccc2Cl)c(C)c1NC(=O)c1noc(C(C)C)c1[N+](=O)[O-] | 1 | -2 | -2 | -2 | 8 | -3 | -1.9 | 1 | -3 | -1
Cc1cccc(/C=N/NC(=O)c2cc(Br)ccc2O)n1 | -1 | 9 | 2 | 1 | 2 | 2 | -1.7 | -1 | 4 | 6

# High-throughput results deposited in PubChem by several laboratories.

# This is a random part of the collection. About 4.4% of those tested had a hit in this group.
